PvdQ acylase – blocks Pseudomonas aeruginosa PvdQ acylase activity. purified PvdQ acylase, fluorescence plate reader. inhibition, % at 10 µM. hit rate 0.063% among 340,000; in the data active = inhibition above about 30%, passing the limit was not always enough; inconclusive = no clear call, values can overlap the other calls;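 note: 0% = vehicle neutral wells and 100% = reference inhibitor wells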
HTR5A inv ctr – inverse agonist of human HTR5A in OPRM1-OPRD1 counter-screen. P47898. HTR5A cell line, luminescence, inverse agonism. inhibition, % at 9.3 µM. hit rate 0.083% among 340,000; in the data active = inhibition mostly above about 23%, no sharp cut-off; inactive = mostly below about 18%;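 note: 0% = cells with DMSO and 100% = no-cell wells with DMSO; some compounds called inactive have numbers as strong as hits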
Target sequence (P47898 whole entry, looked up): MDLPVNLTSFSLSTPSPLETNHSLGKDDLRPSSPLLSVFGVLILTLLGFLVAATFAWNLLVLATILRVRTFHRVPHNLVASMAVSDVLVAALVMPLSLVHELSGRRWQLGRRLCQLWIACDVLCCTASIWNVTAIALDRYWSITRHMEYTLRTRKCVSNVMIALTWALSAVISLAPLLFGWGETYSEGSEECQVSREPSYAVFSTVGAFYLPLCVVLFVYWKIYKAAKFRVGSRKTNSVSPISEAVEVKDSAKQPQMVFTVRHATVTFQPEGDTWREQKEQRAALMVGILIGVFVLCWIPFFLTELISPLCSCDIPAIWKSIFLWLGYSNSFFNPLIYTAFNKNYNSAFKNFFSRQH
HTR5A ag ctr – HTR5A agonism, opioid heterodimer counter-screen | P47898 | HTR5A agonist assay, luminescence, cell-based | activation, % at 9.3 µM | hit rate 0.61% among 340,000 | AID 504692; in the data active = activation mostly above about 9.5%, no sharp cut-off; inactive = mostly below about 7.6%;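 note: 0% = cells with vehicle only and 100% = reference agonist; strong numbers were not always called active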
V-ATPase pHluor – yeast V-ATPase proton transport regulation by pHLuorin. S. cerevisiae, pHLuorin cytosolic pH fluorescence. response, % at 10 µM. hit rate 0.37% among 350,000. AID 504577; in the data active = response mostly above about 7.3%, no sharp cut-off; inactive = mostly below about 5.4%; note: actives read high; inactives centre near 0; some compounds called inactive have numbers as strong as hits; reference of the scale not given here
dFosB act – activators of mouse delta FosB homodimer. purified delta FosB, TAMRA-CDK5 oligo fluorescence polarization; percent of positive-control signal above neutral wells. activation, % at 25 µM. hit rate 0.99% among 340,000. AID 493131;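 active = mean activation above about 17%, with every replicate also reaching it, limit read from the data, passing the limit was not always enough; inconclusive = only one of the two conditions met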;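 note: fluorescence polarization rise as delta FosB binds a TAMRA Cdk5 AP-1 oligo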
Target sequence (P13346 whole entry, looked up): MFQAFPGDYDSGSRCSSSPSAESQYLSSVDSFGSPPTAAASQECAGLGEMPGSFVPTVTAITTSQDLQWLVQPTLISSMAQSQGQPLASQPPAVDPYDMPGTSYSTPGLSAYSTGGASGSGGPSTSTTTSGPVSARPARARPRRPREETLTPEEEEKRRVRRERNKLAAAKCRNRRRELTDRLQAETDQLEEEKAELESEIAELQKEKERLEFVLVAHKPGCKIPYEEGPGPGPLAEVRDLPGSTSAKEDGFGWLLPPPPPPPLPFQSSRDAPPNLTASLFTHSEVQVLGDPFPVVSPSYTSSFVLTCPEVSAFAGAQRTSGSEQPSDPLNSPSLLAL
CDK5 p35 inh – blocks human CDK5/p35 kinase activity. Q00535+Q15078. Recombinant CDK5/p35, ADP-Glo luminescence, 60 min. inhibition, % at 10 µM. hit rate 0.01% among 330,000. AID 488839;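 active = highest replicate inhibition of at least 50% and at least 75% of replicates reaching 50%; inconclusive = only one of the two criteria met; inactive = both criteria failed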;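 note: plate controls were DMSO neutral control for no effect and GW8510 at 10 µM for full effect; many of its hits are not listed in these tables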
NSD2 inh – NSD2 (human) methyltransferase inhibition. O96028. NSD2 peptide methylation, AlphaScreen, 120 min. hit rate 0.54% among 310,000. AID 743445. inhibition, % at 12.5 µM; in the data active = inhibition above about 50%
Wnt act – activators of Wnt/beta-catenin signaling; hit rate 1.2% among 300,000; activation, % at 9.35 µM; Wnt/beta-catenin reporter cell assay, activator, plate reader; in the data active = activation above about 30%, passing the limit was not always enough; inconclusive = no clear call, values can overlap the other calls;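 note: 0% = neutral control wells and 100% = positive control wells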
MITF TRPM1 HTS – MITF TRPM1 promoter activation in melanoma cells. SK-MEL-5 TRPM1-promoter luciferase, 24 h; % of positive control, neutral wells = 0. activation, % at 12.5 µM. hit rate 0.75% among 300,000. AID 588334;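 active = mean activation of at least 80% with every replicate also reaching 80%; inconclusive = mean reaches 80% but some replicate falls short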;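 note: 0% = neutral control wells and 100% = parthenolide positive control wells; values of inactives mirror those of a sister screen read the other way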
SR-BI HDL uptake – mouse SR-BI HDL lipid transfer inhibition. ldlA[mSR-BI] CHO cells, DiI-HDL uptake fluorescence, 3 h. AID 488896. inhibition, % at 12.5 µM. hit rate 0.96% among 320,000. Q61009;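 active = mean replicate inhibition of at least 70% and a set share of replicates each scoring 70 or more; inconclusive = meets just one of the two criteria; inactive = fails both criteria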;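 note: 0% = median of neutral control wells and 100% = median of positive control wells; values of inactives mirror those of a sister screen read the other way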
* = called active by the depositor.

Screening CCOc1ccc(CN2CCN(Cc3nc4c(s3)CCCC4)CC2CCO)cc1 (centres undefined) returned PvdQ acylase -10, HTR5A inv ctr 8, HTR5A ag ctr -3, V-ATPase pHluor 0, dFosB act -12, CDK5 p35 inh 0.1, NSD2 inh -3, Wnt act -4, MITF TRPM1 HTS 16 and SR-BI HDL uptake -26.
Screening COc1ccc(Cl)cc1N(CC(=O)N(C)C)S(=O)(=O)c1ccc(C)c([N+](=O)[O-])c1 returned PvdQ acylase -12, HTR5A inv ctr 2, HTR5A ag ctr 4, V-ATPase pHluor 1, dFosB act -4, CDK5 p35 inh -0.3, NSD2 inh 36, Wnt act 0, MITF TRPM1 HTS -8 and SR-BI HDL uptake -16.
C(=C1c2ccccc2-c2ccccc21)c1ccncc1 was read as PvdQ acylase 4, HTR5A inv ctr -35, HTR5A ag ctr 8.9*, V-ATPase pHluor -3, dFosB act -19, CDK5 p35 inh 1.9, NSD2 inh -2, Wnt act -5, MITF TRPM1 HTS 28 and SR-BI HDL uptake 41.
Cc1nnc(NC(=O)CSc2nnc(Cc3cccn3C)n2-c2cccc(C(F)(F)F)c2)s1 was read as PvdQ acylase 3, HTR5A inv ctr -4, HTR5A ag ctr 1, V-ATPase pHluor 5, dFosB act -1, CDK5 p35 inh -0.1, Wnt act 0 and SR-BI HDL uptake -20.
For C[C@@H]1C[C@H](Nc2ccccc2)c2ccccc2N1C(=O)c1cccnc1 the results were PvdQ acylase 1, HTR5A inv ctr -27, HTR5A ag ctr 10, V-ATPase pHluor 3, dFosB act -4, CDK5 p35 inh 1.1, NSD2 inh 1, Wnt act -1, MITF TRPM1 HTS -11 and SR-BI HDL uptake -1.
For Nc1ncnc(Nc2ccccn2)c1[N+](=O)[O-] the results were PvdQ acylase 21, HTR5A inv ctr 4, HTR5A ag ctr -1, V-ATPase pHluor -1, dFosB act 0, CDK5 p35 inh 0.1, NSD2 inh 3, Wnt act -1, MITF TRPM1 HTS 14 and SR-BI HDL uptake -3.
Screening CCOc1ccccc1NC(=S)N1CCN(c2cccc(C)c2C)CC1 returned PvdQ acylase -7, HTR5A inv ctr -41, HTR5A ag ctr 15, V-ATPase pHluor -2, dFosB act -7, CDK5 p35 inh -0.5, NSD2 inh 34, Wnt act -1, MITF TRPM1 HTS 0 and SR-BI HDL uptake 39.
For COc1cccc(NC(=O)CS(=O)(=O)c2cn(CC(=O)N3CCOCC3)c3ccccc23)c1 the results were PvdQ acylase -24, HTR5A inv ctr -13, HTR5A ag ctr 4, V-ATPase pHluor 0, dFosB act -1, CDK5 p35 inh -2.0, NSD2 inh -2, Wnt act 0, MITF TRPM1 HTS -8 and SR-BI HDL uptake 30.
For Cc1nn(Cc2ccc(Cl)c(Cl)c2)c(C)c1NC(=O)c1cc(-c2ccc3c(c2)OCO3)on1 the results were PvdQ acylase -2, HTR5A inv ctr 8, HTR5A ag ctr 4, V-ATPase pHluor -2, dFosB act -11, CDK5 p35 inh 2.0, NSD2 inh -1, MITF TRPM1 HTS -5 and SR-BI HDL uptake 13.
COc1ccc(-n2nc(C(=O)NCC(=O)NC(C)C)c3ccccc3c2=O)cc1Cl was read as PvdQ acylase -2, HTR5A inv ctr 7, HTR5A ag ctr -2, V-ATPase pHluor 0, dFosB act -17, CDK5 p35 inh 2.0, NSD2 inh 0, Wnt act 0, MITF TRPM1 HTS -7 and SR-BI HDL uptake -9.
`CN(CC(=O)N(CCO)Cc1ccccc1)S(=O)(=O)c1ccc2c(c1)c(=O)n(C)c(=O)n2C` gave PvdQ acylase -2, HTR5A inv ctr 12, HTR5A ag ctr 2, V-ATPase pHluor -1, dFosB act -2, CDK5 p35 inh -1.5, NSD2 inh -5, Wnt act 2, MITF TRPM1 HTS 6 and SR-BI HDL uptake -4.
Screening COc1cc2c(C(=O)O)c(C)n(-c3ccccc3)c2c2ccccc12 returned PvdQ acylase -14, HTR5A inv ctr -15, HTR5A ag ctr 5, V-ATPase pHluor -3, dFosB act -2, CDK5 p35 inh 0.6, NSD2 inh 16, Wnt act 6, MITF TRPM1 HTS -10 and SR-BI HDL uptake -24.
Screening CCN(C(=O)CSc1nnc(-c2cccc(Cl)c2)n1N)c1c(N)n(Cc2ccccc2)c(=O)[nH]c1=O returned PvdQ acylase 0, HTR5A inv ctr 6, HTR5A ag ctr -2, V-ATPase pHluor 3, dFosB act -9, CDK5 p35 inh -1.2, NSD2 inh 1, Wnt act 0, MITF TRPM1 HTS 7 and SR-BI HDL uptake -3.
CCOc1ccc2ncc(C(=O)c3ccc(OC)cc3)c(N3CCN(CC)CC3)c2c1 was read as PvdQ acylase 1, HTR5A inv ctr 3, HTR5A ag ctr -1, V-ATPase pHluor 5, dFosB act -4, CDK5 p35 inh 1.2, MITF TRPM1 HTS -2 and SR-BI HDL uptake 42.
For CCOC(=O)N1CCC(NC(=O)C2=CCN(S(=O)(=O)c3ccccc3)CC2)CC1 the results were PvdQ acylase -7, HTR5A inv ctr -20, HTR5A ag ctr 6, V-ATPase pHluor -3, dFosB act 1, CDK5 p35 inh -1.6, NSD2 inh 2, Wnt act 0, MITF TRPM1 HTS -13 and SR-BI HDL uptake -9.
Screening Cc1cc(C)cc(N(C(=O)c2csnn2)C(C(=O)NC2CCCC2)c2cccnc2)c1 (centres undefined) returned PvdQ acylase -4, HTR5A inv ctr -3, HTR5A ag ctr 1, V-ATPase pHluor 0, dFosB act -6, CDK5 p35 inh -1.3, NSD2 inh -2, Wnt act -3 and MITF TRPM1 HTS 3.
Cc1cc(C)n(CCC(=O)N2CCCC(Nc3ccc(F)cc3)C2)n1 (centres undefined) was read as PvdQ acylase -6, HTR5A inv ctr -12, HTR5A ag ctr 5, V-ATPase pHluor -2, dFosB act 0, CDK5 p35 inh 1.8, NSD2 inh 0, Wnt act -1, MITF TRPM1 HTS -3 and SR-BI HDL uptake -6.
COc1ccc(NC(=O)CSCc2ccc([N+](=O)[O-])cc2)cc1OC was read as PvdQ acylase -15, HTR5A inv ctr 2, HTR5A ag ctr 0, V-ATPase pHluor 2, dFosB act 0, CDK5 p35 inh -0.5, NSD2 inh 2, Wnt act 0, MITF TRPM1 HTS -15 and SR-BI HDL uptake 1.
For COc1ccc(-c2nc(CS(=O)(=O)CC(=O)NCCCN3CCOCC3)c(C)o2)cc1 the results were PvdQ acylase -5, HTR5A inv ctr 11, HTR5A ag ctr -5, V-ATPase pHluor -3, dFosB act 0, CDK5 p35 inh -2.0, NSD2 inh 2, Wnt act 1, MITF TRPM1 HTS -3 and SR-BI HDL uptake -5.
Screening CCC(c1nnnn1CCOC)N1CCN(Cc2ccccc2)CC1 (centres undefined) returned PvdQ acylase -5, HTR5A inv ctr 11, HTR5A ag ctr -3, V-ATPase pHluor -1, dFosB act -5, CDK5 p35 inh -6.4, MITF TRPM1 HTS -2 and SR-BI HDL uptake -9.
For COc1ccc(C(=O)NNC2=C(C(=O)C(F)(F)F)CCC2)cc1 the results were PvdQ acylase -11, V-ATPase pHluor 3, dFosB act -5, CDK5 p35 inh -0.2, NSD2 inh 0, Wnt act 6 and SR-BI HDL uptake 95*.
Screening COc1ccc(S(=O)(=O)N2CCCC(C(=O)NCC3CCCO3)C2)cc1OC (centres undefined) returned PvdQ acylase -11, HTR5A inv ctr -17, HTR5A ag ctr 6, V-ATPase pHluor 2, dFosB act 6, CDK5 p35 inh 0.7, NSD2 inh 10, Wnt act 1 and MITF TRPM1 HTS -8.
`C/C(=N/NC(=O)C1CC1(c1ccccc1)c1ccccc1)c1ccco1` (centres undefined) gave PvdQ acylase -6, HTR5A inv ctr -4, HTR5A ag ctr 2, V-ATPase pHluor 0, dFosB act 1, CDK5 p35 inh 1.3, NSD2 inh 3, Wnt act -1, MITF TRPM1 HTS -1 and SR-BI HDL uptake 9.
Screening COc1ccc(CN(C(=O)/C=C/C(=O)c2ccc(OC)cc2O)C(C(=O)NC2CCCCC2)c2ccncc2)cc1 (centres undefined) returned PvdQ acylase -11, HTR5A inv ctr 12, HTR5A ag ctr 2, V-ATPase pHluor 0, dFosB act -16, CDK5 p35 inh -3.3, NSD2 inh 0, Wnt act -6, MITF TRPM1 HTS -14 and SR-BI HDL uptake -5.
Screening O=C(CN1CCC(Cc2ccccc2)CC1)NCCc1ccc(F)cc1 returned PvdQ acylase 2, HTR5A inv ctr 38, HTR5A ag ctr 5, V-ATPase pHluor -4, dFosB act -4, CDK5 p35 inh -0.9, NSD2 inh 18, Wnt act -1, MITF TRPM1 HTS -4 and SR-BI HDL uptake 4.
C#CC(=O)CC1(CN(Cc2ccccc2)C(=O)OC(C)(C)C)CCCCC1 was read as PvdQ acylase -8, HTR5A inv ctr -43, HTR5A ag ctr 17*, V-ATPase pHluor 2, dFosB act -14, CDK5 p35 inh -1.5, Wnt act 8, MITF TRPM1 HTS -5 and SR-BI HDL uptake -23.
`Cc1c(NC(=O)c2c(N)sc3c2CCCC3)c(=O)n(-c2ccccc2)n1C` gave PvdQ acylase -11, HTR5A inv ctr -15, HTR5A ag ctr -1, V-ATPase pHluor -1, dFosB act -1, CDK5 p35 inh -2.6, NSD2 inh -7, Wnt act -1, MITF TRPM1 HTS -8 and SR-BI HDL uptake -30.
For Cc1cccc(N2CCN(S(=O)(=O)c3ccc4c(c3)CCN4C(=O)CCC(=O)O)CC2C)c1 (centres undefined) the results were PvdQ acylase 0, HTR5A inv ctr -7, HTR5A ag ctr 2, V-ATPase pHluor -3, dFosB act -5, CDK5 p35 inh -1.0, Wnt act -4 and SR-BI HDL uptake -1.
For N#CC1(Cc2ccccc2)c2ccccc2C=CN1C(=O)c1ccccc1 (centres undefined) the results were PvdQ acylase 0, HTR5A inv ctr 2, HTR5A ag ctr 1, V-ATPase pHluor -3, dFosB act 4, CDK5 p35 inh -0.5, NSD2 inh -3 and MITF TRPM1 HTS -6.
For CCOc1ccc(-c2cc(N)n(S(=O)(=O)c3ccc(OC)cc3)n2)cc1 the results were PvdQ acylase -18, HTR5A inv ctr 15, HTR5A ag ctr -5, V-ATPase pHluor 2, dFosB act 2, CDK5 p35 inh -1.8, Wnt act 1 and SR-BI HDL uptake -2.
Cc1ccc(NC(=O)CN2CCCC2c2cccs2)cc1S(=O)(=O)N1CCCCC1 (centres undefined) was read as PvdQ acylase 4, HTR5A inv ctr 1, HTR5A ag ctr 0, V-ATPase pHluor -2, dFosB act -6, CDK5 p35 inh 0.5, NSD2 inh -3, Wnt act 7 and SR-BI HDL uptake inconclusive.
Screening CSc1ccc(/C=N/NC(=O)CN2CCN(Cc3ccccc3)CC2)cc1 returned PvdQ acylase -11, HTR5A inv ctr -8, HTR5A ag ctr 2, V-ATPase pHluor 1, dFosB act 1, CDK5 p35 inh 0.9, NSD2 inh 1, Wnt act -4, MITF TRPM1 HTS 1 and SR-BI HDL uptake 18.
`O=C(O)c1ccc(Nc2nc(-c3cccnc3)cs2)cc1` gave PvdQ acylase 7, HTR5A inv ctr -3, HTR5A ag ctr 1, V-ATPase pHluor -1, dFosB act 3, CDK5 p35 inh 2.0, NSD2 inh -1, Wnt act 26, MITF TRPM1 HTS 17 and SR-BI HDL uptake 0.
Screening Cc1ccc(/C=C/C(=O)OCC(=O)N(CC(C)C)c2c(N)n(Cc3ccccc3)c(=O)[nH]c2=O)o1 returned PvdQ acylase 10, HTR5A inv ctr -14, HTR5A ag ctr 6, V-ATPase pHluor -2, dFosB act 12, CDK5 p35 inh -0.4, NSD2 inh -1, Wnt act 0, MITF TRPM1 HTS 8 and SR-BI HDL uptake 8.

Screens (PubChem BioAssay)
